NALP1 yeast inh = NALP1 inhibition; S. cerevisiae NALP1/ASC/caspase-1 growth, X-gal OD620, 72 h; inhibition, % at 10 µM; 280,000 compounds, 0.61% hits; AID 2071; in the data active = inhibition mostly above about 24%, no sharp cut-off; inactive = mostly below about 32%; note: some compounds called inactive have numbers as strong as hits
OXTR potentiator = potentiates the human oxytocin receptor response; P30559; CHO-OTR cells, Fluo-8 calcium fluorescence, potentiator mode; 0% = oxytocin EC15, 100% = EC100; activation, % at 3 µM; 320,000 compounds, 0.061% hits;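 active = activation above that plate's cutoff, the mean activation of tested compounds plus 3 SD, cut at about 6.6% in these data, passing the limit was not always enough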;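 note: 100% uses oxytocin at 75 nM as the full agonist control; some results filed as inactive read as strong as hits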
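assay system = CHO-OTR cells, human receptor | schedule = compound 6 min at room temperature before oxytocin, 100 s read | detection = Fluo-8 intracellular calcium fluorescence, ex 470-495, em 515-575 nm | evaluation = normalized max/min fluorescence ratio, % activation | control set = EC15 oxytocin alone as 0%, 75 nM oxytocin (EC100) as 100%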
GalR3 antagonist = antagonists of human GalR3. O60755. HEK293 GalR3-CNG cAMP membrane potential fluorescence; galR3 body fused to GalR1 C-terminus. inhibition, % at 3 µM. 360,000 compounds, 0.44% hits. AID 651719;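 active = inhibition above the screen-wide average plus 3 SD, cut at about 13% in these data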;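 note: forskolin and galanin both at EC90 stimulate the cells; cAMP rise reported by CNG channel membrane potential dye signal; 0% = forskolin plus galanin with DMSO and 100% = forskolin alone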
Target sequence (O60755 1-299 limits assumed): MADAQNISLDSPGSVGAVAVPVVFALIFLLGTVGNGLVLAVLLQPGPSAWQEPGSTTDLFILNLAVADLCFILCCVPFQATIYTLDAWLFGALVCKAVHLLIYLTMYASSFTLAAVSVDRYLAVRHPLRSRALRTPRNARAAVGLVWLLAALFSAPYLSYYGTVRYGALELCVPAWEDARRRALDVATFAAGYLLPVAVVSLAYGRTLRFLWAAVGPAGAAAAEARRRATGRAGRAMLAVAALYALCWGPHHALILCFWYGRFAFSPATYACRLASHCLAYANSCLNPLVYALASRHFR
MEKK2 WT-MEK5 = raises or lowers MEK5 binding to wildtype human MEKK2 PB1 domain; bead flow cytometry, Alexa488-MEK5 binding to MEKK2 WT; actives lie on both sides; binding response (% of control), % at 10 µM; 290,000 compounds, 1.1% hits; AID 1531; in the data active = binding response below about 67% or above about 130%
V1aR counter = activates human V1a receptor in oxytocin agonist counter-screen; P37288; CHO-V1R cells, Fluo-8 calcium fluorescence, agonist mode; 0% DMSO, 100% 3 nM vasopressin; activation, % at 3 µM; 320,000 compounds, 0.25% hits; AID 2797;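 active = activation above the mean activation of all tested compounds plus 3 SD, per screening run, cut at about 20% in these data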;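 note: signal is peak over basal fluorescence ratio across a 100 second FLIPR read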
Target sequence (P37288 whole entry, looked up): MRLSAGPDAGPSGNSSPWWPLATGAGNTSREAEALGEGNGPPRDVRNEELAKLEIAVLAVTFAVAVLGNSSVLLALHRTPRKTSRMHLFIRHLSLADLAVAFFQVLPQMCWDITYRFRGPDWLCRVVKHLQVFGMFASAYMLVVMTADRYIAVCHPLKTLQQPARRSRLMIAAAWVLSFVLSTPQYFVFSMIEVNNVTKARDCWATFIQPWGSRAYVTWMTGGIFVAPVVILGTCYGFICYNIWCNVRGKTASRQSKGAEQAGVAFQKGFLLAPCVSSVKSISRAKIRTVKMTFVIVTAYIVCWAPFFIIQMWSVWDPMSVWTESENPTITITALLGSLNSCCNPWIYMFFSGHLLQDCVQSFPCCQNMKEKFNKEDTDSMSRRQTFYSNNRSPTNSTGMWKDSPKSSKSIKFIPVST
OXTR agonist = activates the human oxytocin receptor. CHO-OTR cells, Fluo-8 calcium fluorescence; normalized: DMSO 0%, oxytocin 100%. P30559. AID 2435. activation, % at 3 µM. 320,000 compounds, 0.32% hits;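 active = activation above the mean of all tested compounds plus 3 SD, cutoff set per screening run, cut at about 20% in these data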;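 note: peak over basal fluorescence ratio from a 100 s FLIPR kinetic read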
GPR7 antag = blocks human GPR7 receptor signaling | P48145 | GPR7-expressing cells, fluorescence antagonist assay | 290,000 compounds, 1.1% hits | inhibition, % at 4.4 µM; in the data active = inhibition above about 16%, passing the limit was not always enough;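 note: cells stimulated with the agonist NPW; 0% = agonist with vehicle and 100% = vehicle without agonist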
Target sequence (P48145 whole entry, looked up): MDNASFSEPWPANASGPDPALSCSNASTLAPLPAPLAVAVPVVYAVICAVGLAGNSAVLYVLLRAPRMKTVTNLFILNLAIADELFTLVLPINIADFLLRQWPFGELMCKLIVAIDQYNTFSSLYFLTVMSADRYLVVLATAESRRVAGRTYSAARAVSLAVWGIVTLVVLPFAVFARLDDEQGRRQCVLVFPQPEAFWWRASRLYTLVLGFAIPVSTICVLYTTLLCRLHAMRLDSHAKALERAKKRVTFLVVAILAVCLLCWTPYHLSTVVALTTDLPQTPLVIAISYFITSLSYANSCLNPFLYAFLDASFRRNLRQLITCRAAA
MEKK2mut PB1 HTS = signal of MEK5 binding to mutant human MEKK2 PB1 domain | AID 1530 | bead flow cytometry, Alexa488-MEK5 binding to MEKK2 mutant | 290,000 compounds, 0.35% hits | percent response, % at 10 µM; in the data active = percent response above about 24%, passing the limit was not always enough; note: inactives centre near 1; some results filed as inactive read as strong as hits
M18AAP inhibitor = PfM18AAP enzyme inhibition; inhibition, % at 7.35 µM; recombinant PfM18AAP, H-Glu-NHMec fluorogenic cleavage; 290,000 compounds, 1.2% hits;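 active = inhibition above the campaign mean inhibition over all tested compounds plus 3 SD, cut at about 28% in these data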;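 note: 0% = plate median of test compound wells and 100% = 2 mM ZnCl2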
* marks the source's active call; other numbers are inactive results; . = not tested or not shown.

SMILES | NALP1 yeast inh | OXTR potentiator | GalR3 antagonist | MEKK2 WT-MEK5 | V1aR counter | OXTR agonist | GPR7 antag | MEKK2mut PB1 HTS | M18AAP inhibitor
CCCCCCCCCCOC(=O)C[N+](C)(C)CC1CCCCC1O (stereo unspecified) | -7 | 2 | -2 | 135 | 11 | 0.8 | 0 | 7 | -12
CCc1ccc2oc(C(=O)N3CCN(c4ccccc4OC)CC3)cc(=O)c2c1 | 4 | 0 | -11 | 104 | 1.0 | -1.8 | 6 | -1 | -3
O=C(O)CCc1cccnc1 | 8 | 0 | -11 | 102 | 1.1 | 0.7 | -3 | 9 | -5
CCOc1ccc(C(=O)N[C@H](C(=O)Nc2ccc(S(=O)(=O)Nc3nccs3)cc2)C(C)C)cc1 | . | -1 | -2 | . | 2.1 | 1.4 | . | . | .
O=C(NO)c1cc(OCC(F)(F)F)ccc1OCC(F)(F)F | -6 | 0 | -1 | 102 | 0.4 | -1.0 | 2 | -2 | 2
CC(=O)NNC(=O)c1[nH]c2ccc(Br)cc2c1-c1ccccc1 | -6 | . | -8 | 99 | . | . | 19 | 4 | 4
O=C1CCC(=O)N1CCOP1(=O)COc2ccccc2OC1 | 10 | -20 | -6 | 113 | 0.4 | 0.5 | 3 | 6 | 7
Cc1ccccc1C(=O)c1c[nH]c(C(=O)N=CN(C)C)c1 | 9 | -10 | -5 | 97 | 5.8 | 1.2 | 3 | -5 | -17
O=Cc1c(-[n+]2ccccc2)nc([O-])n1-c1ccccc1 | -15 | -15 | -1 | 108 | 1.1 | 0.1 | 0 | 3 | -15
COc1ccc(CCCNC(=O)C2CCC(=O)N(CCCN3CCCC3=O)C2)cc1 (stereo unspecified) | 4 | 0 | -3 | 101 | 0.4 | 1.2 | -5 | 3 | 5
CCN(CC)C1CCN(C(=O)c2ccc(OC3CCN(CCc4ccccc4)CC3)cc2)C1 (stereo unspecified) | 21 | 0 | -3 | 111 | 1.1 | 1.0 | -12 | 8 | -3
Cc1cc(NC(=O)c2ccc(COc3ccc(Cl)c(C)c3)o2)no1 | 7 | -4 | 2 | 104 | -0.2 | -0.2 | -11 | 3 | 1
CCCc1cc(=O)[nH]c(SCC(=O)NN(c2ccccc2)c2ccccc2)n1 | 2 | 2 | -7 | 90 | -0.5 | -0.7 | 14 | -5 | 0
COc1ccccc1-c1cc(C(=O)N2CCN(c3ccc(F)cc3)CC2)no1 | -5 | -4 | -5 | 98 | -0.4 | -1.0 | 3 | 4 | 8
Cc1sc2ncnc(Sc3nc4ccccc4s3)c2c1C | 21 | -4 | . | 87 | 0.4 | -0.6 | -6 | -2 | 2

Overlap with the part before: two entries; new compounds follow.
SMILES | NALP1 yeast inh | OXTR potentiator | GalR3 antagonist | MEKK2 WT-MEK5 | V1aR counter | OXTR agonist | GPR7 antag | MEKK2mut PB1 HTS | M18AAP inhibitor
COc1ccccc1-c1cc(C(=O)N2CCN(c3ccc(F)cc3)CC2)no1 | -5 | -4 | -5 | 98 | -0.4 | -1.0 | 3 | 4 | 8
Cc1sc2ncnc(Sc3nc4ccccc4s3)c2c1C | 21 | -4 | . | 87 | 0.4 | -0.6 | -6 | -2 | 2
O=C(CCCN1C(=O)/C(=C/c2ccccc2Cl)SC1=S)NNC(=O)c1cccnc1 | -21 | -10 | 3 | 97 | 1.7 | 2.2 | -6 | -4 | 12
COc1ccc(CNC(=O)c2ccc(-c3ccccc3)cc2)cc1OC | 17 | -13 | -8 | 102 | 6.4 | 1.3 | -5 | 0 | 0
CCC(Oc1ccccc1)C(=O)N1CCC(C(N)=O)CC1 (stereo unspecified) | 12 | -9 | -4 | 105 | 0.0 | 0.0 | -1 | 6 | -5
CCOC(=O)C1CC=C(Cl)CC1C(=O)Nc1nccs1 (stereo unspecified) | 2 | -4 | -7 | 107 | -0.9 | -0.5 | -8 | 2 | -2
Cc1ccc(S(=O)(=O)N2CCCC(C(=O)NC3CCCC3)C2)cc1Cl (stereo unspecified) | -6 | -8 | -10 | 92 | 2.6 | 0.8 | -7 | -1 | 3
O=C(Nc1cn(-c2ccccc2)nc1-c1ccccc1)c1ccccc1 | 23 | -9 | -6 | 96 | 1.1 | -0.4 | -2 | -2 | -6
Cc1c(Cl)cnc(NC(=O)COC(=O)CCC(=O)c2cccs2)c1Cl | 27 | . | 4 | 105 | . | . | -1 | -5 | 1
Cc1ccc(-n2cc(C(=O)O)c(=O)cc2C)c(C)c1 | 3 | -10 | -4 | 99 | -0.6 | -0.3 | -2 | -1 | -11
CC1CC(C)CN(S(=O)(=O)c2cccc(C(=O)N3C(=O)c4cccc(N)c4C3=O)c2)C1 (stereo unspecified) | -6 | -1 | 0 | 105 | 0.5 | -0.2 | -4 | 8 | 7
CCOc1ccccc1N(C(=O)c1snc(C(N)=O)c1N)C(C(=O)NC1CCCC1)c1ccco1 (stereo unspecified) | 8 | -5 | -10 | . | -1.4 | -1.7 | 21* | . | 4
Cc1cc(C)c2nc(SCCC#N)nc(C)c2c1 | 16 | -7 | -5 | 110 | -0.9 | -2.6 | -16 | 4 | 6
Cc1cc(C)cc(OCC(=O)Nc2cc(C)on2)c1 | -10 | 3 | -4 | 92 | 0.2 | -0.4 | -8 | -10 | -1
Cn1c(Cn2c(=O)sc3ccccc32)nnc1SCc1ccccc1 | -64 | -16 | 1 | 91 | 0.1 | -0.2 | 4 | -4 | 0
COc1ccccc1NC(=O)N1CCN(c2cc(-c3ccccc3)nc3ncnn23)CC1 | 7 | -5 | . | 109 | 4.4 | 0.3 | -13 | 5 | 1
Cc1ccc(-c2cc(C(F)F)n3ncc(C(=O)N4CCCCC4c4cccnc4)c3n2)cc1 (stereo unspecified) | 10 | -8 | 12 | 99 | -0.5 | -1.9 | -2 | -1 | -4

Record cards, as listed above. Values in the order: NALP1 yeast inh	OXTR potentiator	GalR3 antagonist	MEKK2 WT-MEK5	V1aR counter	OXTR agonist	GPR7 antag	MEKK2mut PB1 HTS	M18AAP inhibitor
Cc1ccc(-n2cc(C(=O)O)c(=O)cc2C)c(C)c1 in the list: 3	-10	-4	99	-0.6	-0.3	-2	-1	-11
CCC(Oc1ccccc1)C(=O)N1CCC(C(N)=O)CC1 (stereo unspecified) in the list: 12	-9	-4	105	0.0	0.0	-1	6	-5
COc1ccccc1-c1cc(C(=O)N2CCN(c3ccc(F)cc3)CC2)no1 in the list: -5	-4	-5	98	-0.4	-1.0	3	4	8

Back to the main list with the three entries that preceded the break.
SMILES | NALP1 yeast inh | OXTR potentiator | GalR3 antagonist | MEKK2 WT-MEK5 | V1aR counter | OXTR agonist | GPR7 antag | MEKK2mut PB1 HTS | M18AAP inhibitor
Cn1c(Cn2c(=O)sc3ccccc32)nnc1SCc1ccccc1 | -64 | -16 | 1 | 91 | 0.1 | -0.2 | 4 | -4 | 0
COc1ccccc1NC(=O)N1CCN(c2cc(-c3ccccc3)nc3ncnn23)CC1 | 7 | -5 | . | 109 | 4.4 | 0.3 | -13 | 5 | 1
Cc1ccc(-c2cc(C(F)F)n3ncc(C(=O)N4CCCCC4c4cccnc4)c3n2)cc1 (stereo unspecified) | 10 | -8 | 12 | 99 | -0.5 | -1.9 | -2 | -1 | -4
O=C(CC1Nc2ccccc2NC1=O)NCC1COc2ccccc2O1 (stereo unspecified) | 12 | -4 | . | 101 | 0.6 | -0.6 | 10 | 13 | -1
O=C1OC(c2ccc(Br)cc2)=N/C1=C\N1CCCCC1 | 3 | -11 | -5 | 100 | 0.3 | -1.2 | 4 | 2 | -10
Cc1ccc(-n2c(SCC(=O)NCCN3C(=O)CSC3=O)nnc2-c2ccccc2F)cc1 | 26 | -11 | 2 | 111 | 0.6 | -0.4 | 3 | 13 | -8
CCOCCCNC(=O)C(NC(=O)c1ccc(NC(C)=O)cc1)c1ccccc1 (stereo unspecified) | 31 | -18 | 0 | 101 | 1.4 | 0.5 | 1 | -1 | -9
CCNC(=S)NNC(=O)c1csc(C(C)C)c1 | 15 | -10 | -3 | 96 | 0.1 | 0.2 | -17 | 0 | 10
CC(=O)N1c2ccc(S(=O)(=O)N3CCC(C(=O)Nc4ncccc4C)CC3)cc2CC1C (stereo unspecified) | 0 | -8 | 5 | 100 | -0.3 | -0.3 | -14 | 3 | 2
O=C(CCn1c(=O)sc2ccccc21)NCc1ccc2c(c1)OCO2 | -3 | -2 | -8 | 102 | -0.2 | 0.7 | -11 | 2 | -3
COC(=O)c1c(NC(=O)CN2C(=O)C(=O)N(CC(C)C)C2=O)sc(C)c1C | 7 | -10 | 0 | 108 | 1.3 | -0.5 | -13 | 4 | -11
NC(=O)C(CC(=O)O)NC(=O)[C@@H]1CCCCNc2c(I)cc([N+](=O)[O-])cc2C(=O)N[C@@H](CO)C(=O)NCC(=O)N1 (stereo partly specified) | 27 | . | . | 98 | . | . | -11 | 5 | 6
O=C(NC(=S)Nc1ccc(CN2CCOCC2)cc1)c1cc2ccccc2o1 | 12 | -9 | -6 | 105 | 3.8 | 3.1 | -17 | 5 | 4
COCCN1C(=O)c2ccc(C(=O)Nc3nccs3)cc2C1=O | 10 | -6 | -4 | 113 | -0.1 | -0.1 | -8 | 7 | 1
O=C(Nc1cnc2ccccc2c1)C1COc2ccccc2O1 (stereo unspecified) | 6 | -10 | -4 | 104 | 0.9 | 0.2 | -10 | 3 | 0
CC(NC(=O)COC(=O)COc1ccc(Cl)cc1)c1ccccc1 (stereo unspecified) | . | -7 | -5 | . | 0.7 | 1.5 | . | . | .
COc1ccc([C@H]2[C@@H]3C=CCC[C@@]3(C)C(=O)N2Cc2ccccc2)cc1Cl | -4 | -9 | -5 | 90 | -1.0 | -2.0 | . | 2 | .
O=C(c1cc(-c2ccccc2)on1)N1CCCc2ccccc21 | 21 | -15 | -3 | 91 | -0.5 | -1.2 | -4 | -7 | -8
CC(C)c1ccc2[nH]c(O)c(N=NC(=O)c3ccc(CSc4nncn4C)cc3)c2c1 | 33 | 2 | -10 | 96 | -0.1 | -2.0 | 0 | 5 | 2
CC(C)N1CCN(Cc2cc(F)ccc2-n2cccn2)CC1CCO (stereo unspecified) | -11 | -13 | -1 | 100 | 0.7 | -0.9 | -10 | 3 | -6

Three compounds out of the list above, ordered by the number in MEKK2 WT-MEK5, highest first.
| SMILES | NALP1 yeast inh | GalR3 antagonist | MEKK2 WT-MEK5 | GPR7 antag | MEKK2mut PB1 HTS | M18AAP inhibitor |
| --- | --- | --- | --- | --- | --- | --- |
| Cc1ccc(-n2c(SCC(=O)NCCN3C(=O)CSC3=O)nnc2-c2ccccc2F)cc1 | 26 | 2 | 111 | 3 | 13 | -8 |
| COC(=O)c1c(NC(=O)CN2C(=O)C(=O)N(CC(C)C)C2=O)sc(C)c1C | 7 | 0 | 108 | -13 | 4 | -11 |
| COc1ccc([C@H]2[C@@H]3C=CCC[C@@]3(C)C(=O)N2Cc2ccccc2)cc1Cl | -4 | -5 | 90 | . | 2 | . |

Bioassay records: PubChem BioAssay, several laboratories

Random draw from the library (roughly 4.1% active in at least one column).
